GAA spleen mod = inhibitors or activators of human alpha-glucosidase in spleen homogenate; human spleen homogenate, 4-MU-alpha-glucoside fluorescence; Potency, µM (highest dose often 79.9 µM), without a hit: at the top dose activity change, negative = inhibition, most hits filed as inhibitors; actives 0.006% (n = 240,000);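 note: 0% = enzyme with vehicle and -100% = no enzyme basal signal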
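Human spleen homogenate (1 ug) with 4-methylumbelliferyl-alpha-D-glucopyranoside (1 mM final) in 50 mM citrate/phosphate pH 5.0, 0.01% Tween-20; 40 min at 37 C. Stopped at pH 10; 4-MU fluorescence Ex 365/Em 440 nm; AC50 by Hill fit.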
Tau ThT inhib = tau fibrillization inhibition (ThT binding) | AID 1460 | Potency, µM (highest dose often 57.4 µM), without a hit: at the highest dose activity, negative = inhibition, actives largely listed as inhibitors | actives 2.1% (n = 270,000) | recombinant tau K18 P301L, heparin-induced fibrillization, ThT fluorescence | P10636; note: % is set by controls: 0 for no effect and ±100 for the full control effect; nearly all actives have a fitted effect of over 55% in size
Target sequence (P10636 561-689 P618L limits assumed): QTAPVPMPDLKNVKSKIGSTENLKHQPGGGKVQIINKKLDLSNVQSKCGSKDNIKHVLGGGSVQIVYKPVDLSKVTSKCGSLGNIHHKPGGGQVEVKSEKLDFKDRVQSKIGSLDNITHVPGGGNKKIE
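Recombinant human tau K18 fragment […] carrying P301L, 15 uM unlabeled plus 0.24 uM Alexa 594-labeled, was fibrillized with 20 uM heparin in 100 mM sodium acetate pH 7 for 6 hr at 37 C; 30 uM ThT fluorescence read after 1 hr.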
GAA inhib = inhibitors of human lysosomal alpha-glucosidase. P10253. purified human GAA, 4-MU-alpha-glucoside fluorescence. Potency, µM (top dose mostly 76.9 µM), for the others: at the top dose activity change, negative = inhibition, most hits filed as inhibitors. actives 0.005% (n = 200,000). AID 1466;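 note: plate controls were uninhibited enzyme wells for no effect and no-enzyme background for full effect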
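Read-out is 4-methylumbelliferone fluorescence (Ex 365/Em 440 nm) after NaOH/glycine stop at pH 10. Enzyme 4 nM, substrate 400 uM, pH 5.0 citrate buffer, 20 min room temperature; AC50 from Hill-equation concentration-response.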
HTT cytoprotect = cytoprotection in Huntington HTT-Q103 PC12 cell model. PC12 HTT-Q103 induced, cytoprotection, ATP luminescence, 40 h. Potency, µM (titrated, usually from 56.4 µM), for the others: cytoprotection (ATP increase), actives largely listed as activators. actives 0.14% (n = 230,000);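 note: % of control where 0% means no effect; nearly all actives have a fitted effect of over 45% in size; toxic huntingtin expression switched on by the ecdysone agonist tebufenozide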
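Compounds added alongside 100 nM tebufenozide, which induces toxic Q103 huntingtin exon 1-GFP in stable PC12 cells; surviving cells quantified by luminescent ATP measurement. Medium: phenol red-free DMEM, 5% equine and 5% calf serum.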
GAA glycogen = inhibitors or activators of human alpha-glucosidase glycogen cleavage; P10253; recombinant GAA, glycogen substrate, Amplex Red glucose oxidase fluorescence; Potency, µM (top dose mostly 76.4 µM), for inactives: at the top dose activity change, negative = inhibition, most hits filed as inhibitors; actives 0.38% (n = 300,000);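 note: 0% = full enzyme reaction and -100% = no-enzyme basal signal; the screen sought inhibitors and activators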
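qHTS, 1536-well; enzyme 4 nM final; cpd up to 77 uM; substrate bovine liver glycogen 30 ug; 50 mM citrate/phosphate pH 5.0, 0.01% Tween-20; 37 C, 40 min; Amplex Red detection 45 min RT; Hill fit → AC50.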
Tau fluor counter = counter-screen for tau fibril formation inhibitors; AID 1463; actives 0.93% (n = 280,000); tau K18 P301L (four-repeat tau fragment) Alexa594 fluorescence, heparin fibrillization; Potency, µM (titrated, usually from 57.7 µM), without a hit: at the highest dose activity change, negative = decrease; note: % is set by controls: 0 for no effect and ±100 for the full control effect; nearly all actives have a fitted effect of over 55% in size
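Human K18 P301L tau (15 uM unlabeled plus 0.24 uM Alexa 594-labeled, final) in 100 mM sodium acetate pH 7 was mixed with compound and 20 uM heparin and incubated 6 hr at 37 C.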
Tau FP inhib = tau fibrillization inhibition (FP); P10636; K18 P301L tau heparin fibrillization, Alexa594 FP, 6 h; Potency, µM (doses to about 57.7 µM), without a hit: at the highest dose activity, negative = inhibition, most hits filed as inhibitors; actives 0.39% (n = 280,000); note: % is set by controls: 0 for no effect and ±100 for the full control effect; nearly all actives have a fitted effect of over 55% in size
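Recombinant K18 P301L […], labeled with Alexa 594 at 0.24 uM over 15 uM unlabeled; heparin inducer 20 uM final; 37 C, 6 hr; FP endpoint.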
aGal spleen mod = inhibits or activates alpha-galactosidase in human spleen homogenate | P06280 | human spleen homogenate, 4MU-alpha-Gal fluorescence, 40 min | actives 0.008% (n = 240,000) | Potency, µM (titrated, usually from 80 µM), inactives show at the highest dose activity change, negative = inhibition, actives largely listed as inhibitors;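 note: 0% = enzyme with vehicle and -100% = no enzyme basal signal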
Target sequence (P06280 32-429 limits assumed): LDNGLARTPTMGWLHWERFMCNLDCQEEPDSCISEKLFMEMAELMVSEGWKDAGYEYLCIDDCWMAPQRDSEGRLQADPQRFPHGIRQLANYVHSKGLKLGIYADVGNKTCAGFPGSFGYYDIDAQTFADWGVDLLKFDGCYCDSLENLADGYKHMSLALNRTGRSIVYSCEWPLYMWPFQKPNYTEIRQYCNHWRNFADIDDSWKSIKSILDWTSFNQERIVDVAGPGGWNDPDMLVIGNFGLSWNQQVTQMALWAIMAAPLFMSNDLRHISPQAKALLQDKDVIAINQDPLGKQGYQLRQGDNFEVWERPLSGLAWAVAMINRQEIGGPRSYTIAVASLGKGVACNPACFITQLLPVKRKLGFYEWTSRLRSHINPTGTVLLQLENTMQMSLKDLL
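qHTS titration in buffer at pH 5.0. Alpha-galactosidase activity in spleen homogenate was measured via 4-methylumbelliferone release from 1 mM fluorogenic substrate after 40 min at 37C and a pH 10 stop. AC50 came from Hill fits of control-normalized data.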
* = called active by the depositor; [ ] = remark or other dose. Calls come from the whole dose curve; as a rule, active = well fitted curve in the direction sought with a large enough effect; inconclusive = small, poorly fitted or top-dose-only effect, or another doubt; inactive = no such curve, though single readings can be large; an effect the other way counts as inactive or inconclusive. Potency is the fitted concentration of half-maximal effect.

Start of the listing, in advance (2 entries):
`CN(c1ccc([N+](=O)[O-])cc1/C=N/NC(=O)COc1ccccc1)C1CCCCC1` gave GAA spleen mod -3%, Tau ThT inhib -7%, GAA inhib 0%, HTT cytoprotect 17%[10 µM], GAA glycogen 8%, Tau fluor counter -14%, Tau FP inhib 1% and aGal spleen mod -1%.
Screening COc1ccccc1C1/C(=C(/O)c2ccccc2)C(=O)C(=O)N1CCO (stereo not drawn) returned GAA spleen mod -2%, Tau ThT inhib -7%, GAA inhib -8%, HTT cytoprotect 4%, GAA glycogen -3%, Tau fluor counter -1%, Tau FP inhib -6% and aGal spleen mod -11%.

The listing, from the start:
`CN(c1ccc([N+](=O)[O-])cc1/C=N/NC(=O)COc1ccccc1)C1CCCCC1` gave GAA spleen mod -3%, Tau ThT inhib -7%, GAA inhib 0%, HTT cytoprotect 17%[10 µM], GAA glycogen 8%, Tau fluor counter -14%, Tau FP inhib 1% and aGal spleen mod -1%.
Screening COc1ccccc1C1/C(=C(/O)c2ccccc2)C(=O)C(=O)N1CCO (stereo not drawn) returned GAA spleen mod -2%, Tau ThT inhib -7%, GAA inhib -8%, HTT cytoprotect 4%, GAA glycogen -3%, Tau fluor counter -1%, Tau FP inhib -6% and aGal spleen mod -11%.
Cc1sc2nc(CSCC(=O)N(C)c3ccccc3)[nH]c(=O)c2c1C was read as GAA spleen mod -2%, Tau ThT inhib -12%, GAA inhib 3%, HTT cytoprotect -29%[1.9 µM], GAA glycogen 12%, Tau fluor counter -3%, Tau FP inhib 11% and aGal spleen mod -5%.
`CC(C)C(=O)NC(c1ccco1)c1ccc2cccnc2c1O` (stereo not drawn) gave GAA spleen mod 4%, Tau ThT inhib -10%, GAA inhib -4%, HTT cytoprotect -102%[inhibitor], GAA glycogen 1%, Tau fluor counter -8%, Tau FP inhib -3% and aGal spleen mod -4%.
For Cc1ccc(Nc2nc3ccccc3c3nncn23)cc1C the results were Tau ThT inhib inconclusive, GAA glycogen 11%[76.3 µM], Tau fluor counter inconclusive and Tau FP inhib inconclusive.
For C#CCOCCOCCOCCNc1nc(N2CCN(C(=O)C([C@@H](C)CC)n3cc(C(N)CO)nn3)CC2)nc(N2CCN(C(=O)[C@H](CCC(=O)O)n3cc(C(N)[C@H](C)CC)nn3)CC2)n1 (stereo partly drawn) the results were GAA spleen mod 5%, Tau ThT inhib 5%, HTT cytoprotect 34%[10 µM], GAA glycogen 9%, Tau fluor counter 7%, Tau FP inhib 4% and aGal spleen mod 2%.
Screening CCOC(=O)c1cc(-c2ccc(OC)cc2)n(CCC(=O)NC2CCN(Cc3ccccc3)CC2)c1C returned Tau ThT inhib -7%, GAA inhib -2%, HTT cytoprotect -38%[inhibitor], GAA glycogen 8%, Tau fluor counter -11%, Tau FP inhib 8% and aGal spleen mod 3%.
C=CCc1ccccc1OCc1nc2ccccc2n1CC was read as Tau ThT inhib inconclusive, GAA glycogen 5%[76.3 µM], Tau fluor counter -19% and Tau FP inhib 10%.
`COc1ccc(NC(=O)CCCSc2nc(-c3ccco3)cc(C(F)(F)F)n2)c(OC)c1` gave Tau ThT inhib -19%, GAA glycogen -7%[76.3 µM], Tau fluor counter inconclusive and Tau FP inhib 8%.
For CC(=O)N1CCC2(CC1)OC(=O)C(C)=C2C(=O)Nc1ccccc1C(F)(F)F the results were Tau ThT inhib -1%, GAA glycogen 2%[76.3 µM], Tau fluor counter -2% and Tau FP inhib -3%.
O=C(CNC(=S)NC(=O)c1ccc(F)cc1)c1ccccc1 was read as GAA spleen mod 1%, Tau ThT inhib -2%, GAA inhib -1%, HTT cytoprotect 12%[10 µM], GAA glycogen -1%, Tau fluor counter 6%, Tau FP inhib inconclusive and aGal spleen mod -6%.
C=CCn1c(-c2csc3c2CCC(C)C3)n[nH]c1=S (stereo not drawn) was read as GAA spleen mod -4%, Tau ThT inhib -15%, GAA inhib -3%, HTT cytoprotect 65%[0.074 µM], GAA glycogen 3%, Tau fluor counter -6%, Tau FP inhib -2% and aGal spleen mod -7%.
For Cc1cccc(C)c1OCC(=O)Nc1cccc(NC(=O)c2ccco2)c1 the results were GAA spleen mod -2%, Tau ThT inhib -15%, GAA inhib -2%, HTT cytoprotect 6%[0.074 µM], GAA glycogen -13%, Tau fluor counter inconclusive, Tau FP inhib -15% and aGal spleen mod 0%.
For CCC(C)(C)NC(=O)CN(C(=O)CCC(=O)Nc1ccccn1)c1ccc(F)c(Cl)c1 the results were GAA spleen mod -18%, Tau ThT inhib -10%, GAA inhib 0%, HTT cytoprotect 1%, GAA glycogen 3%, Tau fluor counter -13%, Tau FP inhib -3% and aGal spleen mod 7%.
`CC(=O)c1ccc(/C=C/c2nc3ccccc3n2C)o1` gave GAA spleen mod 21%, Tau ThT inhib inconclusive, HTT cytoprotect -29%[10 µM], GAA glycogen 7%, Tau fluor counter -2%, Tau FP inhib 6% and aGal spleen mod inconclusive.
Nc1nc(-c2ccc(Cl)c(Cl)c2)c(-c2ccncc2)s1 was read as GAA spleen mod -5%, Tau ThT inhib -17%, HTT cytoprotect -1%, Tau fluor counter -12%, Tau FP inhib -1% and aGal spleen mod 3%.
`CC(=O)Nc1nnc(-c2c(-c3ccccc3Cl)noc2C)o1` gave GAA spleen mod 3%, Tau ThT inhib -7%, GAA inhib 1%[15.4 µM], HTT cytoprotect 3%[10 µM], GAA glycogen 2%, Tau fluor counter -6%, Tau FP inhib 1% and aGal spleen mod 6%.
For CCN(CC)S(=O)(=O)c1ccc(S(=O)(=O)N(CC(=O)Nc2ccccc2)Cc2ccco2)cc1 the results were GAA spleen mod -11%, Tau ThT inhib -6%, GAA inhib -4%, HTT cytoprotect 20%[1.9 µM], GAA glycogen -1%, Tau fluor counter -22%, Tau FP inhib -6% and aGal spleen mod 0%.
Screening CC(C)NC(=O)COC(=O)c1ccc(Oc2ccccc2)cc1 returned GAA spleen mod 8%, Tau ThT inhib -13%, GAA inhib 0%, HTT cytoprotect 2%, GAA glycogen -1%, Tau fluor counter -14%, Tau FP inhib 0% and aGal spleen mod 0%.
Cc1ccc(-c2c[n+](CC(=O)Nc3ccc(C)cc3C)c3n2CCC3)cc1 was read as GAA spleen mod -1%, Tau ThT inhib -9%, HTT cytoprotect -4%[10 µM], GAA glycogen 3%, Tau fluor counter -9%, Tau FP inhib -10% and aGal spleen mod -2%.
For CCC(C)(C)NC(=O)C(c1ccc(F)cc1)N(Cc1ccco1)C(=O)c1cnccn1 (stereo not drawn) the results were GAA spleen mod -3%, Tau ThT inhib -7%, GAA inhib 10%, HTT cytoprotect 6%, GAA glycogen -16%, Tau fluor counter -4%, Tau FP inhib -11% and aGal spleen mod -6%.
`O=S(=O)(Nc1ccc2nc(-c3ccco3)[nH]c2c1)c1ccccc1` gave GAA spleen mod -4%, Tau ThT inhib inconclusive, GAA inhib inconclusive, HTT cytoprotect -36%, GAA glycogen -6%, Tau fluor counter -21%, Tau FP inhib -4% and aGal spleen mod 0%.
Screening CCOC(=O)C1CCN(C(=O)c2cccc(NC(=O)C(CC)CC)c2)CC1 returned GAA spleen mod -4%, Tau ThT inhib 10%, GAA inhib -2%, HTT cytoprotect -12%, GAA glycogen 0%, Tau fluor counter 5%, Tau FP inhib 9% and aGal spleen mod 4%.
COC(=O)c1ccc(COC(=O)c2ccc(-n3cnnn3)cc2)o1 was read as GAA spleen mod 3%, Tau ThT inhib 6%, GAA inhib inconclusive, HTT cytoprotect 3%[10 µM], GAA glycogen 8%, Tau fluor counter 4%, Tau FP inhib -2% and aGal spleen mod 1%.
For COc1ccccc1NC(=O)COC(=O)C1CC1 the results were GAA spleen mod 11%, Tau ThT inhib -9%, GAA inhib -7%, HTT cytoprotect -4%, GAA glycogen 6%, Tau fluor counter -6%, Tau FP inhib -1% and aGal spleen mod 2%.
`O=C1CC(c2cccnc2)c2cc3c(cc2N1)OCO3` (stereo not drawn) gave GAA spleen mod -2%, Tau ThT inhib -6%, GAA inhib 2%, HTT cytoprotect 4%[10 µM], GAA glycogen 13%, Tau fluor counter -2%, Tau FP inhib inconclusive and aGal spleen mod 1%.
CCOC(=O)NN1C(=O)c2ccccc2NC1c1ccc(N(C)C)cc1 (stereo not drawn) was read as GAA spleen mod -6%, Tau ThT inhib -13%, GAA inhib 1%, HTT cytoprotect -3%[10 µM], GAA glycogen 5%, Tau fluor counter -9%, Tau FP inhib 2% and aGal spleen mod -1%.
Screening CNc1nc(Sc2ccc(C)cc2)cc(C(F)(F)F)n1 returned GAA spleen mod 4%, Tau ThT inhib -5%, GAA inhib -4%, HTT cytoprotect -5%, GAA glycogen -4%, Tau fluor counter -14%, Tau FP inhib -7% and aGal spleen mod 13%.
`Cc1ccccc1C(=O)NC(=S)Nc1ccc(Oc2ccc(Cl)cc2)cc1` gave GAA spleen mod -3%, Tau ThT inhib inconclusive, GAA inhib -8%, HTT cytoprotect -36%, GAA glycogen 2%, Tau fluor counter -20%, Tau FP inhib -6% and aGal spleen mod 3%.
Screening CN(C)CCCOc1cccc(Oc2ccccc2)c1 returned GAA spleen mod -2%, Tau ThT inhib 0%, GAA inhib -1%, HTT cytoprotect -6%[10 µM], GAA glycogen 15%, Tau fluor counter -1%, Tau FP inhib -5% and aGal spleen mod -6%.
Screening COC(=O)c1ccc(C)c(NC(=O)CCc2cc(OC)c(OC)c(OC)c2)c1 returned GAA spleen mod 2%, Tau ThT inhib -2%, GAA inhib 1%, HTT cytoprotect -12%[10 µM], GAA glycogen -1%, Tau fluor counter -2%, Tau FP inhib -1% and aGal spleen mod 5%.
Screening OC(C#CCN1CCCC1)(c1ccccc1)c1cccc(F)c1 (stereo not drawn) returned GAA spleen mod -6%, Tau ThT inhib -6%, GAA inhib -7%, HTT cytoprotect 0%[0.074 µM], GAA glycogen 1%, Tau fluor counter -4%, Tau FP inhib -4% and aGal spleen mod 2%.
CC1=C(C(N)=O)C(c2ccccc2F)n2nc(-c3ccc(Cl)cc3)nc2N1 (stereo not drawn) was read as Tau ThT inhib -9%, GAA glycogen -11%[76.3 µM], Tau fluor counter -23% and Tau FP inhib 3%.

Bioassay records (PubChem)
